aSyn yeast rescue = alpha-synuclein toxicity suppression in yeast; S. cerevisiae alpha-synuclein toxicity rescue, BacTiter-Glo growth, 24 h; Potency, µM (series often up to 46.1 µM), for the others: at the top dose growth rescue (activation), actives largely listed as activators; 94,000 tested, 0.02% active; AID 1347070; active = well fitted activation curve with a large enough effect; inconclusive = small, poorly fitted or top-dose-only effect; also: 0% is about no effect
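Growth restoration measured by BacTiter-Glo luminescence after 24 hr at 30 deg C; alpha-synuclein yeast, raffinose-pregrown to mid-log, were added at OD600=0.02 in galactose medium onto pinned compounds.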
Starred values were filed as active, the others as inactive; ? = inconclusive; & = joins results of further samples; [ ] = remark or other dose. Potency is read from the fitted curve at half-maximal effect. Only part of the results is shown (hit frequency here may not be typical).

Start of the data: the first three entries as a preview:
SMILES	aSyn yeast rescue
O=C(NCc1ccc(Cl)cc1)NC1COc2ccccc2C1 (configuration not stated)	-0.7%
COc1ccc(NC(=O)C(NS(=O)(=O)c2cccc3nsnc23)C(C)C)cc1 (configuration not stated)	3.6%
Cc1nc2nc(CNC(=O)c3cccc(F)c3)nn2c(C)c1CCC(=O)Nc1ccc(F)cc1	7.8%

Main list, from the first entry:
SMILES	aSyn yeast rescue
O=C(NCc1ccc(Cl)cc1)NC1COc2ccccc2C1 (configuration not stated)	-0.7%
COc1ccc(NC(=O)C(NS(=O)(=O)c2cccc3nsnc23)C(C)C)cc1 (configuration not stated)	3.6%
Cc1nc2nc(CNC(=O)c3cccc(F)c3)nn2c(C)c1CCC(=O)Nc1ccc(F)cc1	7.8%
COc1ccc(C(CNc2ccc(S(C)(=O)=O)cc2[N+](=O)[O-])N(C)C)cc1OC (configuration not stated)	-11.9%
NCc1nc2cccnc2n1Cc1ccccc1Cl	6.8%
COc1ccc(N2CCN(CCCNC(=O)c3sc4ncccc4c3-n3cccc3)CC2)cc1	4.6%
CCOc1ccc(NC(=O)CN2CCN(CC(=O)Nc3ccc(OC)cc3)CC2)cc1	3.7%
COC(=O)c1cnn(-c2ccc(C(=O)Nc3cc(OC)c(OC)c(OC)c3)cc2)c1N	-2.8%
CCN1CCN(C(c2ccccc2Cl)c2sc3nc(-c4ccco4)nn3c2O)CC1 (configuration not stated)	-5.5%
CC(C)Oc1ccc(CNC(=O)Cn2nc(N3CCN(c4ccccc4)CC3)ccc2=O)cc1	0.7%
COc1cc(C2CC(=O)Oc3c2c(=O)[nH]c2ccccc32)cc(OC)c1OC (configuration not stated)	8.3%
O=C(Cn1c(-c2cccs2)cc2cc(F)ccc21)N1CCN(c2ccccc2)CC1	7.0%
CN(C)c1ccc(NC(=O)Cn2c(SCc3ccc(F)cc3)nc3ccncc32)cc1	-10.9%
CCOC(=O)CC(NC(=O)C(CC)c1ccccc1)c1ccccc1Cl (configuration not stated)	1.6%
COc1cccc(C(=O)Nc2cccc(OCc3cc(=O)n4cccc(C)c4n3)c2)c1	-14.6%
CC1CN(C(=O)COC(=O)c2ccc(F)cc2Cl)CC(C)O1 (configuration not stated)	-10.6%
O=S(=O)(NCc1nc2cccnc2n1Cc1ccc(F)cc1)c1ccc(Cl)s1	1.0%
CCOC(=O)c1ccc(N=c2ssnc2Cl)cc1	-75.9%[inhibitor]
CCc1ccc(CNc2ccc3c(c2)ncn3C(C)(C)C)cc1	0.3%&-4.2%
Cc1ccc(NC(=O)c2ncc(Cl)c(Cl)c2Cl)cc1C	0.7%
CC(C)CN(C(=O)C1CC1)C1CCS(=O)(=O)C1 (configuration not stated)	-2.7%
Cc1ccc(C(C)C)cc1OCC(=O)N1CCN(C(=O)c2ccco2)CC1	0.8%
CCOc1ccc(OCCC(=O)OCC(=O)NC2CC2)cc1	9.0%
COc1cc2c(c(OC)c1O)C(=O)CO2	-5.4%
COc1ccc(C)cc1NC(=O)CSc1nc(=O)[nH]c2c1CCCC2	-7.0%
CCn1cc(C(=O)NCCc2ccc(Cl)cc2)c(=O)c2cc(S(=O)(=O)N(C)C3CCCCC3)ccc21	8.4%
CC(=O)c1cccc(NC(=O)CSc2nnc3ccc(-c4ccc(C)cc4)nn23)c1	1.5%
CCc1ccc(NC(=O)CCCc2nnc3n(CC(C)C)c(=O)c4sccc4n23)cc1	1.7%
Cc1nnc(SCc2nc(-c3ccc(Cl)cc3)no2)n1-c1ccc(F)cc1	0.8%
CC(=O)N(C(C)=O)c1ccc2c(c1)OCCO2	2.4%
CCC(=O)c1ccc(OC)c(OC)c1O	2.7%
COc1cc(C)c(NC(=O)C(=S)N2CCCC2)cc1C	-2.3%
COc1ccc(C2CC(=O)N(CC(=O)Nc3ccc(C)c(Cl)c3)c3ccccc3S2)cc1OC (configuration not stated)	10.3%
CCN(CC)CCN1C(=O)c2oc3ccc(F)cc3c(=O)c2C1c1ccncc1 (configuration not stated)	5.5%
N#Cc1c(N)n(-c2ccc(N)cc2)c2nc3ccccc3nc12	-0.1%
COc1ccc(CCNC(=O)C(=O)NCC2OCCN2S(=O)(=O)c2ccc(F)cc2)cc1 (configuration not stated)	-3.4%
COc1cc(C(=O)Nc2ccc(NC(=O)c3ccc(C(C)(C)C)cc3)cc2)cc(OC)c1OC	2.1%
COc1cc(NC(=O)CN2CCN(C(=O)c3ccco3)CC2)c(C)cc1[N+](=O)[O-]	-6.2%
COc1ccc(N(CC(=O)Nc2cc(OC)cc(OC)c2)S(=O)(=O)c2c(C)noc2C)cc1	-1.0%
CC(=O)Nc1ccc(C(=O)NNS(=O)(=O)c2ccc(C)cc2)cc1	4.2%
COc1cc(C2OC(=O)C3C(c4ccc(OC(C)=O)c(OC)c4)OC(=O)C23)ccc1OC(C)=O (configuration not stated)	10.4%
CCOC(=O)C(=O)NCC1CCCN1S(=O)(=O)c1cccs1 (configuration not stated)	1.5%
CCOc1ccc(OCC)c(NS(=O)(=O)c2cc(-c3cnc(C)o3)ccc2OC)c1	1.2%
CC(C)=NOCC(=O)Nn1c(COc2c(C)cccc2C)nc2ccccc2c1=O	-3.6%
COc1ccc(-c2nsc(NC(=O)c3cccc(OC)c3)n2)cc1	-4.5%
CCN(CC)CCNC(=O)c1nn(-c2ccc(OC)c(Cl)c2)c(=O)c2c1c1ccccc1n2C	0.3%
CCOC(=O)c1c(-c2ccccc2)oc2ccc(NS(=O)(=O)c3ccccc3)cc12	1.4%
CCOc1ccc(/C=C/C(=O)Nc2ccc3nc(N(CC)CC)cc(C)c3c2)cc1OC	-11.9%
Cc1ccc(NC(=O)N2CCN(Cc3nc4ccc(C)cc4o3)CC2)c(Cl)c1	1.6%
CC(C)CC1C(=O)N(Cc2cn(CCC3OCCO3)nn2)CCS(=O)(=O)N1Cc1ccc(-c2ccc(F)nc2)cc1 (configuration not stated)	-4.7%
Cc1cc(OCC(=O)NC(Cc2c[nH]c3ccccc23)C(=O)O)ccc1Cl (configuration not stated)	3.2%
Cc1nn(CC(=O)NCCc2ccc(Cl)cc2)c(=O)c2cc3cc(F)ccc3n12	4.0%
CC1CCN(S(=O)(=O)c2ccc3nc(Nc4cccc(F)c4)ccc3c2)CC1	10.5%
Cc1cc(C)c(NC(=O)C(C)n2nnc3sc4c(c3c2=O)CCCC4)c(C)c1 (configuration not stated)	-4.5%
CCC(C)(C)NC(=O)CN(Cc1ccccc1)C(=O)CCC(=O)Nc1nccs1	-9.6%
Cc1cc(C(=O)C(C)OC(=O)c2ccc(NC(=O)CC#N)cc2)c(C)n1-c1ccccc1 (configuration not stated)	-5.5%
Cc1onc(-c2ccccc2Cl)c1C(=O)Nc1nnc(-c2cccc([N+](=O)[O-])c2)s1	-0.6%
CCc1ccc(NC(=O)CN2C(=O)C(c3ccc(F)cc3)=NC2(C)C)cc1	4.6%
Cc1ccc(C(=O)CC(Nc2ccc(F)cc2)c2ccccc2)cc1 (configuration not stated)	-5.5%
CCOc1ccc(-c2nonc2NC(=O)c2oc3ccc(C)cc3c2C)cc1OCC	-3.7%

Other records.
SMILES	aSyn yeast rescue
CCOC(=O)c1nnn(C(CC)C(=O)Nc2ccc(F)cc2)c1C(=O)OCC (configuration not stated)	-6.0%
N#C/C(=C/c1ccc(-c2cc([N+](=O)[O-])ccc2Cl)o1)C(N)=O	12.3%
NC(=S)NN=C1CSSC1	6.3%
Cc1ccc(C(=O)N[C@H](C(=O)N2CCN(c3ccccc3F)CC2)C(C)C)cc1	-0.9%
CC1CCCCN1Cc1c(O)ccc2c(=O)c(-c3ccccc3)coc12 (configuration not stated)	1.6%
Cc1cc(Nc2cccc(Cl)c2)nc2ccc(NC(=O)c3ccc(F)cc3Cl)cc12	-22.6%
Cc1cc(C)cc(N2CCn3c2nc2c3c(=O)n(C/C=C/c3ccccc3)c(=O)n2C)c1	-9.0%
COc1ccc(NC(=O)c2c(NC(=O)c3ccc(Br)cc3)sc3c2CCCC3)cc1	?
Cc1ccc(C(=O)Nc2ccc(C(=O)O)cc2)cc1S(=O)(=O)Nc1ccccc1	2.2%
O=C(OCC(=O)N1CCCc2ccccc21)c1cc(Br)ccc1O	5.6%
COc1ccc(C(=O)OCc2nnc(-c3ccccc3)o2)cc1S(=O)(=O)N1CCOCC1	0.5%
O=C(CSc1ncn[nH]1)NNC(=O)c1ccccc1	2.1%
CCOc1cc(C2C(C(N)=O)=C(C)Nc3ncnn32)cc(Br)c1O (configuration not stated)	0.8%
COc1ccc(Cl)cc1C(=O)N1CCC2(CC1)CC(=O)c1ccccc1O2	12.5%
Cc1csc2cc(-c3cccc([N+](=O)[O-])c3)c(-c3cccc([N+](=O)[O-])c3)c[n+]12	-0.1%
Cc1ccc(Cl)cc1NC(=O)CN1C(=O)c2ccccc2Sc2ncccc21	2.1%
CCOc1ccc(NC(=O)c2cc(S(=O)(=O)N3CCC(C)CC3)cn2C)cc1	-3.0%
CCOc1ccc(C2CC(=O)n3nc(-c4ccc(C)cc4)nc3S2)cc1 (configuration not stated)	-6.6%
CC(=O)c1ccc(N2CCN(S(=O)(=O)c3cc4[nH]c(=O)c(=O)[nH]c4cc3C)CC2)cc1	-0.3%
CC(OC(=O)c1ccc(-c2ccc([N+](=O)[O-])cc2)o1)C(=O)NC(N)=O (configuration not stated)	6.6%
Cc1ccccc1Cn1nnc2c(=O)[nH]c(C3CCN(C(=O)c4ccccc4Cl)CC3)nc21	0.7%
COc1ccc(CCNc2oc(/C=C/c3ccc(OC)c(OC)c3)nc2C#N)cc1	-13.7%
CCn1cc(C(=O)NCCc2ccccc2)c(=O)c2cc(S(=O)(=O)N(C)C3CCCCC3)ccc21	-1.2%
Cc1ccc(S(=O)(=O)N2CCC(C(=O)C3C(=O)CCCC3=O)CC2)cc1	-9.3%
CCOc1cc(/C=C2\CCn3c2nc2cc(Cl)ccc2c3=O)ccc1O	-4.3%
Cc1ccc(SCC(=O)Nc2cc([N+](=O)[O-])ccc2O)cc1	-15.4%
CCC1CCCCN1S(=O)(=O)c1cc(C(=O)Nc2ccc(C)c(F)c2)ccc1F (configuration not stated)	-6.4%
COc1ccc(NC(=O)Nc2nnc(N3CCCC3)s2)cc1	0.5%
COCc1cc(C)n(CC(=O)Nc2cccc(C(C)=O)c2)c(=O)c1C#N	24.5%
COc1cc2ccc(C(C)=NOC(C)=O)cc2cc1OC	-10.2%
O=C(Cn1ncc2c3ccccc3n(Cc3ccc(Cl)cc3)c2c1=O)N1CCCCCC1	?
CCOC(=O)c1cccc(NC(=O)c2cc3cc4cc(OC)ccc4nc3s2)c1	-5.2%
Cc1ccc2cc3c(N)nn(C(=O)c4cccc(F)c4)c3nc2c1	-6.7%
COc1cccc(CN(C)CCCn2cnc3c(SC)ncnc32)c1	3.3%
Cc1ccc(/C=C/c2onc(C)c2S(=O)(=O)N2CCC(C(=O)N(CCC(C)C)Cc3ccco3)CC2)cc1	9.4%
O=C(c1ccc(Cl)c(S(=O)(=O)N2CCCCCC2)c1)N1CCOCC1	-7.5%

Fetched by compound from the list above (6):
SMILES	aSyn yeast rescue
Cc1csc2cc(-c3cccc([N+](=O)[O-])c3)c(-c3cccc([N+](=O)[O-])c3)c[n+]12	-0.1%
Cc1ccc(SCC(=O)Nc2cc([N+](=O)[O-])ccc2O)cc1	-15.4%
CC(C)CN(C(=O)C1CC1)C1CCS(=O)(=O)C1 (configuration not stated)	-2.7%
CCOc1ccc(-c2nonc2NC(=O)c2oc3ccc(C)cc3c2C)cc1OCC	-3.7%
CCOc1ccc(OCCC(=O)OCC(=O)NC2CC2)cc1	9.0%
COc1ccc(N2CCN(CCCNC(=O)c3sc4ncccc4c3-n3cccc3)CC2)cc1	4.6%

Carrying on.
SMILES	aSyn yeast rescue
COc1ccc2oc(C(=O)OCC(=O)NCc3ccccc3OC)c(C)c2c1	10.8%
O=C(/C=C/c1ccccc1)N1CCN(CCN2C(=O)c3cccc4cccc(c34)C2=O)CC1	-9.9%
CCCNC(=S)N1CC2(C)CN(C(=O)C(=O)OC)CC(C)(C1)C2=O	-7.7%
COc1ccc(CNC(=O)CCc2c(C)nc3c(c2C)c(=O)n(C)c(=O)n3C)cc1	4.7%
CC(=O)N1CCc2c(sc3c2c(=O)n(-c2ccc(C)cc2)c(=O)n3Cc2c(F)cccc2Cl)C1	-4.4%
COc1ccccc1OCCn1c(NC(=O)c2ccccc2)nc2ccccc21	6.4%
Fc1ccc(-c2noc3ncnc(NCC4CCN(Cc5ccc(Cl)cc5)CC4)c23)cc1	0.9%
CC1CCCN(CCCNC(=O)c2cn(C)c3ccc(S(=O)(=O)N(C)C4CCCCC4)cc3c2=O)C1 (configuration not stated)	-0.1%
CCCOC(=O)c1c(N)sc(C(=O)OCC)c1C	3.8%
CCc1ccccc1NC(=O)C1CCN(c2nn3c(=O)cc(C)nc3s2)CC1	2.9%
Cc1csc(NC(=O)Cc2ccc(Cl)cc2)n1	0.4%
CC(Sc1nnc(N)s1)C(=O)Nc1ccc2c(c1)OCO2 (configuration not stated)	-1.2%
Cc1ccc(-n2cc(-c3ccccc3)c3c(N4CCC(C)CC4)ncnc32)cc1Cl	-2.8%
COc1ccccc1N1CCN(C(=O)C2CCN(S(=O)(=O)c3c(C)noc3/C=C/c3ccc(C)cc3)CC2)CC1	6.1%
CNC(=O)C(=O)N1CCC2(CC1)OCCN2S(=O)(=O)c1ccc(C)cc1	-4.7%

Sorted by molecular weight (highest first): some entries from above
SMILES	aSyn yeast rescue
CC(=O)N1CCc2c(sc3c2c(=O)n(-c2ccc(C)cc2)c(=O)n3Cc2c(F)cccc2Cl)C1	-4.4%
COc1ccc(C(CNc2ccc(S(C)(=O)=O)cc2[N+](=O)[O-])N(C)C)cc1OC (configuration not stated)	-11.9%
COc1ccc2oc(C(=O)OCC(=O)NCc3ccccc3OC)c(C)c2c1	10.8%

Source: PubChem BioAssay (National Center for Advancing Translational Sciences (NCATS))
